HT1080-NT tox = kills 2HG-producing HT-1080-NT fibrosarcoma cells | HT-1080-NT fibrosarcoma viability, CellTiter-Glo ATP luminescence, 48 h | Potency, µM (doses to about 46.1 µM), for the others: at the top dose activity, negative = less viability, most hits filed as cytotoxic | actives 1.6% (n = 360,000);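 further: NT is the 2HG producing partner of a matched IDH1 knockdown line; potency means the concentration at half of the fitted maximal effect; 0% = DMSO-treated cells and -100% = media-only wells without cells; nearly all actives have a fitted effect of over 55% in size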
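HT-1080-NT fibrosarcoma cells (2HG-overproducing), 750 cells/well in RPMI with 5% FBS, dosed after 2 h and incubated 48 h at 37C. CellTiter-Glo luminescence normalized to DMSO and no-cell wells; concentration-response curves fitted and classed.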
DRD3 agonist = agonists of human D3 dopamine receptor; P35462; D3R DiscoveRx beta-arrestin cells, luminescence, 90 min; max activation, %; actives 0.58% (n = 410,000); AID 652048; in the data active means max activation above about 30%; further: 0% is about no effect; mostly tested at two doses, the higher about 12 µM
Target sequence (P35462 whole entry, looked up): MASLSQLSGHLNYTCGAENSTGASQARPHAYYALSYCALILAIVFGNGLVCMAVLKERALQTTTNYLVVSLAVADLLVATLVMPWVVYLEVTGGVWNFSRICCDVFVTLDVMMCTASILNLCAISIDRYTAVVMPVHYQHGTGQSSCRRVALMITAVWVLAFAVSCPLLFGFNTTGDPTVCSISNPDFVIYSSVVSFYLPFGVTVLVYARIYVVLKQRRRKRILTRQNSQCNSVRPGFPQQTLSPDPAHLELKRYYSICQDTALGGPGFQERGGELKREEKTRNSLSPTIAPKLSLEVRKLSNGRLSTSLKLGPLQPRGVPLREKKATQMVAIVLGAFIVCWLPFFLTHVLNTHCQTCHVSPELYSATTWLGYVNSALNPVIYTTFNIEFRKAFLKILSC
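Agonist-mode cell screen: cells plated at 1500/well and incubated overnight at 37 °C, then exposed to library compounds for 90 min at 37 °C. Detection reagent was added for 30–60 min at room temperature, and luminescence was read.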
GLP1R cytotox = cytotoxicity in counter-screen for GLP-1R inverse agonists; HEK293 cAMP-luciferase reporter cells, luminescence, 24 h; Potency, µM (top dose mostly 38.3 µM), for inactives: at the highest dose activity change, negative = inhibition, most hits filed as inhibitors; actives 0.13% (n = 410,000);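 further: loss of luciferase light is scored as toxicity; potency means the concentration at half of the fitted maximal effect; on the % scale 0 is the no-effect control and ±100 the full control effect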
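Quantitative HTS format, 1536 wells, 200 cells/uL seeded. Compounds: 23 nL, 24 h, 37 °C. Detection: luciferase reagent, luminescence at 12 min RT; decreased signal taken as cytotoxic.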
KB-3-1 tox = KB-3-1 parental cell cytotoxicity; Potency, µM (highest dose often 46.1 µM), for inactives: top-dose activity change, negative = cytotoxic, actives largely listed as cytotoxic; KB-3-1 viability, CellTiter-Glo ATP luminescence, 72 h; actives 1.4% (n = 400,000); AID 1347075; further: potency means the concentration at half of the fitted maximal effect; on the % scale 0 is the no-effect control and ±100 the full control effect; nearly all actives have a fitted effect of over 60% in size
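Luminescent ATP read-out (CellTiter-Glo) measures survival of drug-naive KB-3-1 cells after 72 h compound exposure at 37 °C. Titration series was screened from lowest to highest concentration, with DMSO vehicle plates as background controls.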
SW480 rerep = DNA re-replication induction in SW480 cells | SW480 DNA re-replication, Hoechst DNA content imaging, 48 h | Potency, µM (highest dose often 46.1 µM), inactives show top-dose re-replication activation, usual class: activators | actives 1.8% (n = 340,000); further: potency means the concentration at half of the fitted maximal effect; % of control where 0% means no effect; nearly all actives have a fitted effect of over 55% in size
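Readout is total intensity of Hoechst-stained nuclei, excited at 405 nm and collected at 500-530 nm. Compound treatment lasted 48 hr at 37 C in 5% CO2 before staining.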
KB-V1 MDR tox = kills drug-selected multidrug resistant KB-V1 cells. AID 1347076. Potency, µM (series often up to 46.1 µM), for the others: at the highest dose activity change, negative = cytotoxicity, usual class: cytotoxic. KB-V1 MDR cells viability, CellTiter-Glo, 72 h. actives 3.4% (n = 400,000); further: potency means the concentration at half of the fitted maximal effect; on the % scale 0 is the no-effect control and ±100 the full control effect; nearly all actives have a fitted effect of over 60% in size
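Cytotoxicity via CellTiter-Glo luminescence after 72 h compound exposure at 37 degrees C. Cells: drug-selected KB-V1 line, DMEM phenol-red free plus 10% FBS. Compounds tested at multiple concentrations; normalized data fitted to concentration-effect curves.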
IL1B secr inh = blocks inflammasome-driven IL-1 beta release; AID 743279; THP-1 LPS/ATP IL-1B secretion, AlphaLISA, 16 h; active compounds read low; activity change, % at 57.5 µM; actives 4.7% (n = 360,000); in the data active means activity change below about -50%; inconclusive means mostly about -30% to -49%; further: on the % scale 0 is the no-effect control and ±100 the full control effect
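THP-1 cells pretreated 1 hr with compounds (up to 57.5 uM final), then stimulated with LPS (250 ng/mL final) plus ATP (1.25 mM final); secreted IL-1B measured by AlphaLISA after 16 hr, decreased signal indicating inhibition.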
HT1080 IDH1KD tx = kills HT-1080 cells with IDH1 knockdown; HT-1080 IDH1 knockdown viability, ATP luminescence, 48 h; Potency, µM (series often up to 46.1 µM), inactives show top-dose activity, negative = toxicity, usual class: cytotoxic; actives 2% (n = 360,000); AID 686971;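 further: potency means the concentration at half of the fitted maximal effect; 0% = DMSO wells and -100% = cell-free medium wells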
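% activity derives from luminescence (CellTiter-Glo), normalised to DMSO and no-cell wells. HT-1080-IDH1KD cells, 750/well, had 48 h compound exposure at 37 °C.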
MCF10A rerep = induces DNA re-replication in MCF 10a normal breast cells; MCF 10A DNA re-replication, Hoechst nuclear intensity, 48 h; Potency, µM (top dose mostly 46.1 µM), without a hit: at the top dose activity, positive = re-replication, hits mostly activators; actives 2.9% (n = 350,000); AID 624296; further: potency means the concentration at half of the fitted maximal effect; % of control where 0% means no effect; nearly all actives have a fitted effect of over 50% in size
Active calls of the source: *; ? = inconclusive; / = not tested or not shown; [ ] = dose if it differs, or a comment. Unless noted, the call rests on the fitted dose curve; in most records, active means well fitted curve in the direction sought with a large enough effect; inconclusive means small, poorly fitted or top-dose-only effect, or another doubt; inactive means no such curve, though single readings can be large; an effect the other way counts as inactive or inconclusive.

SMILES	HT1080-NT tox	DRD3 agonist	GLP1R cytotox	KB-3-1 tox	SW480 rerep	KB-V1 MDR tox	IL1B secr inh	HT1080 IDH1KD tx	MCF10A rerep
CCOC(=O)C(CC)(CC)C(=O)/C=C/c1cccc(Br)c1	?	-11	?	?	?	?	-98*	?	18µM*
CCOC(=O)[C@]12Cc3cc(OC)ccc3[C@H]1N(Cc1ccccc1)C(=O)c1ccccc12	-2%	3	-11%	?	25%	?	-23	1%	17%
CC(C)=CCSc1nnc([C@@H](N)Cc2c[nH]c3ccccc23)o1	6%	-9	?	-10%	-1%	-16%	-15	-3%	-1%
CNC(=S)N1CCN(CCN=Cc2c(O)n(-c3ccc(C)cc3)c(=S)[nH]c2=O)CC1	-4%	-5	1%	-7%	-3%	1%	-14	27%	?
CCOC(=O)/C(C#N)=C1/SC(C)C(=O)N1c1ccc(Br)cc1 (centres undefined)	2%	-2	0%	0%	0%	-3%	-4	0%	?
CC(C)(C)N(NC(=O)c1ccccc1)C(=O)c1ccccc1	8%	-8	3%	-3%	3%	-21%	-9	0%	2%
Cn1c(O)c(C=Nc2ccc(Br)cc2)c(=O)n(C)c1=O	10%	4	5%	-7%	-53%[inhibitor]	11%	-18	7%	4%
Cc1ccc(-c2nnc(N3CCC(C)CC3)c3ccccc23)cc1C	?	-10	?	-4%	11%	?	-95*	29µM*	?
N#CCC(=O)NN1Cc2ccccc2C1=N	13%	7	2%	7%	-6%	?	28	9%	3%
COc1ccc(-n2c(/C=C/c3cccc(F)c3)nc3ccccc3c2=O)cc1Cl	/	2	-3%	-11%	/	-13%	/	/	/
CCn1ccnc1CN1CCCC(C(=O)c2cc(C)c(OC)c(C)c2)C1 (centres undefined)	0%	-9	?	0%	-2%	?	-10	0%	6%
CC(=O)O[C@H]1CC[C@@]2(C)C(=CC(=O)C3C2CC[C@@]2(C)C3C[C@H](OC(C)=O)[C@@H]2OC(C)=O)C1 (some centres undefined)	-1%	2	-10%	4%	-1%	10%	12	4%	0%
COC(=O)C1=C(c2cccc(OCc3ccccc3)c2)C[C@@H]2CC[C@H]1N2C(=O)NCc1ccc(Cl)cc1	-3%	2	8%	?	-2%	?	-30	-16%	?
CCCCn1c(NC(=O)c2ccco2)c(C(=O)OCC)c2nc3ccccc3nc21	?	-11	368%[activator]	-7%	5%	0%	?	-26%	-1%
O=C(NC1CN2CCC1CC2)c1cc(Cl)c([N+](=O)[O-])c2nc[nH]c12 (centres undefined)	6%	-5	?	-29%	4%	0%	-104*	4%	?
Nc1ccccc1C(=O)OCC(=O)c1ccc2c(c1)OCCO2	-15%	-1	3%	-16%	2%	-9%	8	-23%	2%
COCCOC(=O)c1c(C)oc2ccc(OC(=O)N(C)C)cc12	4%	0	-15%	6%	-6%	0%	43	1%	1%
CCc1cc2c(s1)NC(=O)CN=C2c1cccs1	-16%	-3	-49%	?	?	?	21	-24%	?
CC1CCN(CCc2nc3ccccc3[nH]2)CC1	0%	-22	13%	0%	0%	-4%	-10	14%	1%
COc1cc(CC2C(=O)N(C)C(=O)N(C)C2=O)ccc1OCc1ccccc1	10%	2	0%	1%	?	?	0	6%	5.2µM*
Cc1nn(Cc2ccccc2Cl)c(C)c1C(=O)NC1CCCc2ccccc21 (centres undefined)	0%	0	-3%	3%	23%	6%	24	2%	?
N#CC(C#N)=Cc1ccc(N2CCOCC2)cc1	0%	6	7%	-3%	13%	8%	29	-5%	0%
CC(C)N1OC2CC1c1nc3ccccc3n1C2 (centres undefined)	12%	-15	11%	-5%	-4%	-1%	12	7%	-7%
CCC1=Nc2cc(C(=O)N3CCC4(CC3)OCCO4)ccc2Sc2ccc(Br)cc21	4%	1	0%	?	?	-7%	-20	4%	0%
CN1CCc2c([nH]c3ccccc23)C1	-1%	-57	1%	0%	-38%[inhibitor]	2%	10	-2%	1%
O=C(N/N=C/c1cccs1)c1cccc(S(=O)(=O)Nc2ccc(Cl)cc2)c1	12µM*	2	?	2%	-27%	-2%	0	16µM*	5%
COc1ccc(-c2ccc3c(c2)CN(C(=O)C(C)(C)C)Cc2cnnn2-3)cc1	-9%	9	-5%	0%	/	3%	-14	-21%	/
CC(C)OC(=O)c1c(N)n(CC2CCCO2)c2nc3ccccc3nc12 (centres undefined)	-4%	-6	/	11%	11%	?	-17	-1%	-6%
COC(=O)C1=C(c2ccc(S(C)(=O)=O)cc2)C[C@@H]2CC[C@H]1N2C(=O)NCc1ccccc1	-1%	-8	13%	13%	-3%	?	-3	8%	6%
COc1ccc(-c2nn3c(=O)cc(CN4CCN(C(=O)COc5ccc(F)cc5)CC4)nc3s2)cc1	/	1	-6%	0%	/	-12%	/	/	/
O=C(Nc1ccccn1)NC12CC3CC(CC(C3)C1)C2	4%	2	-17%	-1%	-8%	0%	4	-2%	?
CCN(CC)C(=O)c1ccc(NC(=O)c2cccc(S(=O)(=O)N3CCN(Cc4ccccc4)CC3)c2)cc1	-10%	-9	0%	?	4%	?	?	-28%	2%
O=C(COc1ccccc1[N+](=O)[O-])N1CCN(CCc2ccccn2)CC1	/	6	-12%	0%	/	-4%	/	/	/
COc1ccc(C(=O)Nc2ccccc2-c2nnn(CC(=O)Nc3ccc4c(c3)OCCO4)n2)cc1	-1%	2	6%	7%	4%	?	-4	2%	16µM*
Cc1[nH]c2ccccc2c1CCNCc1cccnc1	11%	-14	-13%	13%	5%	-4%	-5	10%	-4%
C[C@]12CCC(=O)CC1CCC1C2CC[C@]2(C)C(OC(=O)CCC(=O)O)CCC12 (some centres undefined)	9%	7	5%	-5%	-6%	-4%	17	6%	-3%
Cc1ccc(C(O)(C(=O)NNC(=O)CN2CCN(C)CC2)c2ccc(C)cc2)cc1	-15%	4	-3%	-4%	-19%	5%	-2	-1%	-15%
CNC(C(=O)c1ccccc1)C(OC(C)=O)c1cccc([N+](=O)[O-])c1 (centres undefined)	-2%	-15	11%	2%	0%	-9%	2	-33%	4%
CC(=O)c1cccc(OCC(=O)N2CCN(CC(=O)Nc3cccc(F)c3)CC2)c1	-2%	-5	5%	1%	-7%	-16%	-11	0%	2%
O=C1NC2NC(=O)N([N+](=O)[O-])C2N1 (centres undefined)	6%	1	-19%	11%	-11%	0%	-4	7%	?

In a second layout: results already given
COc1ccc(-c2ccc3c(c2)CN(C(=O)C(C)(C)C)Cc2cnnn2-3)cc1
  HT1080-NT tox: -9%
  DRD3 agonist: 9
  GLP1R cytotox: -5%
  KB-3-1 tox: 0%
  SW480 rerep: /
  KB-V1 MDR tox: 3%
  IL1B secr inh: -14
  HT1080 IDH1KD tx: -21%
  MCF10A rerep: /

Cc1ccc(C(O)(C(=O)NNC(=O)CN2CCN(C)CC2)c2ccc(C)cc2)cc1
  HT1080-NT tox: -15%
  DRD3 agonist: 4
  GLP1R cytotox: -3%
  KB-3-1 tox: -4%
  SW480 rerep: -19%
  KB-V1 MDR tox: 5%
  IL1B secr inh: -2
  HT1080 IDH1KD tx: -1%
  MCF10A rerep: -15%

CC(C)OC(=O)c1c(N)n(CC2CCCO2)c2nc3ccccc3nc12 (centres undefined)
  HT1080-NT tox: -4%
  DRD3 agonist: -6
  GLP1R cytotox: /
  KB-3-1 tox: 11%
  SW480 rerep: 11%
  KB-V1 MDR tox: ?
  IL1B secr inh: -17
  HT1080 IDH1KD tx: -1%
  MCF10A rerep: -6%

CCC1=Nc2cc(C(=O)N3CCC4(CC3)OCCO4)ccc2Sc2ccc(Br)cc21
  HT1080-NT tox: 4%
  DRD3 agonist: 1
  GLP1R cytotox: 0%
  KB-3-1 tox: ?
  SW480 rerep: ?
  KB-V1 MDR tox: -7%
  IL1B secr inh: -20
  HT1080 IDH1KD tx: 4%
  MCF10A rerep: 0%

Following part.
SMILES	HT1080-NT tox	DRD3 agonist	GLP1R cytotox	KB-3-1 tox	SW480 rerep	KB-V1 MDR tox	IL1B secr inh	HT1080 IDH1KD tx	MCF10A rerep
COc1ccccc1/C=C1/C(=N/O)C2CCN1CC2	4%	1	5%	16%	-4%	-6%	17	5%[9.24 µM]	4%
CCc1ccc(NC(=S)NC2CC3CCC(C2)N3Cc2ccco2)cc1 (centres undefined)	?	-24	?	-8%	-3%	?	-4	?	3%
COC(=O)C1=C(c2ccccc2OCc2ccccc2)C[C@@H]2CC[C@H]1N2C(=O)NCc1ccc(C(C)(C)C)cc1	-18%	-6	8%	?	-3%	-19%	-21	-9%	?
CCOC(=O)[C@]12Cc3ccccc3[C@H]1N(C(C)C)C(=O)c1cc(OC)ccc12	?	-9	-25%	3.7µM*	/	4.1µM*	-116*	16µM*	/
O=C(N/N=C/c1c(O)n(CCc2ccc(F)cc2)c(=O)[nH]c1=O)c1ccncc1	30%	-7	10%	8%	-1%	6%	-3	?	-1%
COc1ccc(-n2nc(C(=O)NCC(=O)N3CCC4(CC3)OCCO4)c3ccccc3c2=O)c(OC)c1	3%	-5	-2%	8%	-80%[inhibitor]	12%	-19	-3%	-11%
CS(=O)(=O)c1ccc(C2=C(CNC(=O)c3nccs3)[C@H]3CC[C@@H](C2)N3CCOc2ccccc2)cc1	2%	-6	-12%	-3%	/	-17%	7	-2%	/
O=C1NC(=O)C(CCc2ccncc2)(Cc2cccc(Cl)c2Cl)C(=O)N1c1ccc(Br)cc1 (centres undefined)	16µM*	5	?	5.2µM*	12µM*	8.2µM*	26	8.2µM*	4.6µM*
N#Cc1c(N)n(C2OC(CO)C(O)C2O)c2ncnc(N)c12 (centres undefined)	1.3µM*	-6	?	0.23µM*	?	0.21µM*	-102*	0.52µM*	0.23µM*

An excerpt. The share of hits here may be higher or lower than overall.
